Screening results (PubChem BioAssay)
3T3 cytotox: Cytotoxic Profiling in NIH 3T3 Cell Line of Diverse Libraries Using Quantitative High-Throughput Screening. NIH 3T3 viability, CellTiter-Glo ATP luminescence, 48-72 h. Potency, µM (titrated, usually from 96.7 µM), without a hit: at the highest dose activity change, negative = cytotoxicity, most hits filed as inhibitors. hit rate 4.3% among 94,000. AID 1345082, 2018; also: potency is read from the fitted curve at half-maximal effect; nearly all actives have a fitted effect of over 55% in size
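ATP-dependent luminescence (CellTiter-Glo) served as the viability signal for NIH 3T3 cells treated with compound for 48 or 72 hr at 37 °C.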
IP6K1 inhibitor: Primary qHTS assay for small molecule inhibitors of Inositol hexaphosphate kinase 1 (IP6K1); Inositol hexakisphosphate kinase 1 (Homo sapiens), Q92551; IP6K1 kinase, ADP-Glo luminescence, 2 h; stronger effect = lower value; activity change, % (series mostly up to about 58 µM); hit rate 0.81% among 140,000; AID 1645851, 2021; in the data active = activity change below about -25%
Target sequence (Q92551 whole entry, looked up): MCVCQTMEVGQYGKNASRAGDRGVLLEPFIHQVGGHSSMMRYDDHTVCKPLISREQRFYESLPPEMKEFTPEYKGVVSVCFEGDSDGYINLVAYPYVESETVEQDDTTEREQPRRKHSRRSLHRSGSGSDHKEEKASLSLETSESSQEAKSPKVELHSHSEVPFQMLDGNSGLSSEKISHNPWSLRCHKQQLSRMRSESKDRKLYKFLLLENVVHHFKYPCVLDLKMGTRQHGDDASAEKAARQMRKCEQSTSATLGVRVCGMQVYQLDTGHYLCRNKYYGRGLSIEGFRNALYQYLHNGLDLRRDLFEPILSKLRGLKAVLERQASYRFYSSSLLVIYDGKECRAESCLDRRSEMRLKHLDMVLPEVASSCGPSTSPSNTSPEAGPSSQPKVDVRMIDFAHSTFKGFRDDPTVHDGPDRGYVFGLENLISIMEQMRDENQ
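ADP-Glo luminescence measures ADP made by human IP6K1 during a 2 h RT reaction with ATP/IP6 (mix at 1.3 mM/130 uM); top library doses 57.5 and 19.1 uM final.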
GPT2 inhibitor: Primary qHTS assay for inhibitors of Glutamate pyruvate transaminase 2 (GPT2); Recombinant GPT2, coupled pyruvate oxidase/HRP Amplex Red fluorescence; AID 1671188, 2021; Potency, µM (doses to about 57.7 µM), inactives show at the top dose activity change, negative = inhibition, hits mostly inhibitors; hit rate 0.25% among 100,000; also: potency is read from the fitted curve at half-maximal effect; nearly all actives have a fitted effect of over 60% in size; many of its hits are not listed in these tables
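GPT2 10ng/uL, a-KG 250uM, L-Ala 2mM, HEPES pH7.5 + 0.0001% Tween; 30 min RT. Then Amplex mix (PO/HRP/ThPP), 30 min RT dark, fluorescence. AOA 50uM used as positive control.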
SNCA viab count: GF-AFC viability counterscreen for inhibitors of alpha-synuclein gene (SNCA) expression | hit rate 0.12% among 150,000 | Potency, µM (highest dose often 57.1 µM), inactives show top-dose activity change, negative = cytotoxicity, usual class: cytotoxic | HEK-293-SNCA-luc viability, GF-AFC fluorescence, 24 h;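 also: potency is read from the fitted curve at half-maximal effect; 0% = DMSO-treated cells and -100% = medium-only wells without cells; nearly all actives have a fitted effect of over 30% in size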
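Cytotoxicity counterscreen: after 24 h compound treatment of genome-edited SNCA-luciferase HEK-293 cells, live-cell protease substrate GF-AFC read by fluorescence after 30 min; activity scaled between DMSO (0%) and medium-only (-100%), curves Hill-fitted.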
SNCA expr inh: Primary qHTS assay for inhibitors of alpha-synuclein gene (SNCA) expression | hit rate 0.17% among 140,000 | AID 1671194, 2021 | Potency, µM (titrated, usually from 57.2 µM), for the others: at the top dose activity change, negative = inhibition, actives largely listed as inhibitors | HEK-293 SNCA-luciferase knock-in, luminescence, 24 h;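 also: potency is read from the fitted curve at half-maximal effect; plate controls were DMSO cells for no effect and cell-free wells for full effect; nearly all actives have a fitted effect of over 45% in size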
HEK cytotox: Cytotoxic Profiling in HEK 293 Cell Line of Diverse Libraries Using Quantitative High-Throughput Screening. HEK 293 viability, ATP luminescence (CellTiter-Glo), 48-72 h. Potency, µM (series often up to 115 µM), for the others: at the top dose activity change, negative = cytotoxicity, hits mostly inhibitors. hit rate 6.6% among 94,000. AID 1345083, 2018; also: potency is read from the fitted curve at half-maximal effect; nearly all actives have a fitted effect of over 60% in size
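ATP-coupled CellTiter-Glo luminescence served as viability read-out, recorded 10 min after reagent addition at room temperature. HEK 293 cells, 250 cells/well, had been incubated with pintool-transferred compound for 48 or 72 hr at 37 degree Celsius.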
FLuc inh: Firefly luciferase inhibition profiling of diverse chemical library using quantitative high-throughput screening; Luciferin 4-monooxygenase (Photinus pyralis), P08659; purified P. pyralis luciferase, luminescence, biochemical; Potency, µM (doses to about 115 µM), inactives show at the highest dose activity change, negative = inhibition, most hits filed as inhibitors; hit rate 2.5% among 76,000; AID 1347043, 2019; also: potency is read from the fitted curve at half-maximal effect; nearly all actives have a fitted effect of over 65% in size
Target sequence (P08659 whole entry, looked up): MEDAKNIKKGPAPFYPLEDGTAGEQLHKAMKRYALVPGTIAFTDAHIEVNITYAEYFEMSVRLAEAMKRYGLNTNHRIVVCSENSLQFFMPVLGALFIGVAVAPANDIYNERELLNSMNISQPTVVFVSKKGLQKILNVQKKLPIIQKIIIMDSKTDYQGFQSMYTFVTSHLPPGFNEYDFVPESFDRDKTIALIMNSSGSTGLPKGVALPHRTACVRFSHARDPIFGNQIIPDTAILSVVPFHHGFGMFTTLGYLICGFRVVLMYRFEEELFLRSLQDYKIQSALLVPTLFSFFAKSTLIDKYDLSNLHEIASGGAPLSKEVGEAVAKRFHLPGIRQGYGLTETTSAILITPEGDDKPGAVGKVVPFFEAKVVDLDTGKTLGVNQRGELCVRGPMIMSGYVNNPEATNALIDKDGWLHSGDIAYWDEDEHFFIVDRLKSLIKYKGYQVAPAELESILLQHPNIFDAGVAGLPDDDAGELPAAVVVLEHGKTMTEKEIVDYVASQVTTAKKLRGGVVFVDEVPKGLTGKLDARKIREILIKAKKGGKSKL
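FLuc 10nM, D-luciferin 10uM, ATP 10uM, Mg acetate 10mM, Tris acetate pH 7.5, Tween/BSA; cpd qHTS; enzyme added last; CCD luminescence.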
Numbers without * were called inactive; i = inactive; ? = inconclusive; nt = not tested or not shown; [ ] = another dose, or the depositor's remark. Unless noted, calls follow the shape of the dose curve; as a rule, active = well fitted curve in the direction sought with a large enough effect; inconclusive = small, poorly fitted or top-dose-only effect, or another doubt; inactive = no such curve, though single readings can be large; an effect the other way counts as inactive or inconclusive. Unless noted, % is scaled to controls: 0 for no effect and ±100 for the full control effect. Not all compounds are listed, so the mix of outcomes need not match the whole.

SMILES	3T3 cytotox	IP6K1 inhibitor	GPT2 inhibitor	SNCA viab count	SNCA expr inh	HEK cytotox	FLuc inh
COc1ccc(NC(=O)C2(Cc3ccccc3)CCCCC(=O)N2)cc1F (stereo unspecified)	-16%	12	i	1%	-27%	-13%	-4%
COC(=O)c1ccc2c(c1)nc1n2[C@@H](CNC(=O)c2ccc(Cl)cc2)COC1	?	-11	-6%[88.5 µM]	-16%[87.6 µM]	-12%[87.6 µM]	?	-2%[172 µM]
CNC(=O)c1cc(C2CC2)nc2c1c(C1CCCN1C(=O)c1c(C)noc1C)nn2C (stereo unspecified)	-12%	-7	nt	nt	nt	-11%	nt
CCCCc1ccc(NC(=O)CN2C(=O)NC(c3ccc(Cl)cc3)C3=C2COC3=O)cc1 (stereo unspecified)	20µM*	5	i	?	13µM*	20µM*	-9%
CCN(CC)C(=O)C1CCN(S(=O)(=O)c2ccc3c(c2)CCCN3C(C)=O)CC1	nt	2	nt	8%	?	nt	nt
NC(=O)c1ccc(OC2CCN(S(=O)(=O)c3ccc(F)cc3)CC2)nc1	-22%	-4	i	-5%	-21%	?	6%
CNCCN1C(=O)CC[C@H]2CN(Cc3cc(C4CCCCC4)no3)CC[C@H]21	-25%	-12	i	8%	-13%	?	-6%
Cc1cc(C)cc(-c2ccc(CN3CCCC3C(=O)N3CCOCC3)cc2)c1 (stereo unspecified)	?	-4	i	-8%	1%	?	nt
C[C@H]1[C@@H]2[C@H]3OC(=O)[C@@H](C)[C@@H]3CC[C@@]2(C)CC[C@@H]1NC(=O)Cc1ccccc1	?	-6	-3%[88.5 µM]	-3%[87.6 µM]	8%[87.6 µM]	100µM*	-2%[172 µM]
O=C(CC1COCCN1)NCCc1cnn(-c2ccccc2)c1 (stereo unspecified)	-8%	0	i	4%	-16%	-8%	0%

Random excerpt: five records from the list, in no set order.
SMILES	3T3 cytotox	IP6K1 inhibitor	GPT2 inhibitor	SNCA viab count	SNCA expr inh	HEK cytotox	FLuc inh
CNC(=O)c1cc(C2CC2)nc2c1c(C1CCCN1C(=O)c1c(C)noc1C)nn2C (stereo unspecified)	-12%	-7	nt	nt	nt	-11%	nt
CNCCN1C(=O)CC[C@H]2CN(Cc3cc(C4CCCCC4)no3)CC[C@H]21	-25%	-12	i	8%	-13%	?	-6%
NC(=O)c1ccc(OC2CCN(S(=O)(=O)c3ccc(F)cc3)CC2)nc1	-22%	-4	i	-5%	-21%	?	6%
CCCCc1ccc(NC(=O)CN2C(=O)NC(c3ccc(Cl)cc3)C3=C2COC3=O)cc1 (stereo unspecified)	20µM*	5	i	?	13µM*	20µM*	-9%
O=C(CC1COCCN1)NCCc1cnn(-c2ccccc2)c1 (stereo unspecified)	-8%	0	i	4%	-16%	-8%	0%

(more compounds)
SMILES	3T3 cytotox	IP6K1 inhibitor	GPT2 inhibitor	SNCA viab count	SNCA expr inh	HEK cytotox	FLuc inh
CCOc1cc(=O)n2c(c1C(=O)Nc1ccc(F)c(Cl)c1)CCCC2	-24%	13	i	-9%	-22%	?	-8%
O=C(COc1ccccc1)NCC1(COc2ccccc2)C[C@@H](O)[C@@H](O)C1 (stereo partly specified)	-14%[138 µM]	16	-18%[88.5 µM]	-21%[87.6 µM]	8%[87.6 µM]	-26%[172 µM]	1%[172 µM]
O=C(c1ccc(F)c(F)c1)N1CCN(C2CCN(CCc3ccccc3)C2=O)CC1 (stereo unspecified)	-8%	16	2%	7%	9%	-23%	-11%
Cc1ccc(CN2C(=O)c3ccccc3CC2(C)C(=O)NC2CCCCC2)cc1 (stereo unspecified)	nt	-15	nt	0%	13%	nt	nt
CCc1ccc(S(=O)(=O)N2CC(C(=O)NC3CCCCC3)C3(CCOCC3)C2)cc1 (stereo unspecified)	?	6	-4%	-10%	8%	-16%	0%
O=C(Cc1ccsc1)N1CCC2(CC1)CN(c1ccncn1)CC2CO (stereo unspecified)	-22%	4	-4%	-3%[12.5 µM]	27%	-20%	-11%
Cc1ccc(-c2nc3cc(C(C)C)ccc3o2)cc1NC(=O)c1cc([N+](=O)[O-])ccc1N1CCOCC1	nt	21	nt	-22%	242%[activator]	nt	nt
COc1cccc(CN2CCCC(O)(CN3CCCCC3)C2=O)c1 (stereo unspecified)	-23%	14	-11%	1%	?	-17%	2%
COC(=O)CNC(=O)c1ccc(-c2ccc(OC)nn2)cc1Cl	-13%[138 µM]	6	nt	nt	nt	1%[172 µM]	nt
Cn1c(=O)cc(SCC(=O)N2CCN(c3ccccc3F)CC2)c2cc(Cl)ccc21	nt	2	nt	14%	6%	nt	nt
CCC(=O)Nc1ccc(C)cc1-c1nc2ccccc2n(C(C)C(=O)Nc2ccccc2CC)c1=O (stereo unspecified)	nt	30	nt	?	?	nt	nt
Cc1ccc(NC(=O)N[C@@H]2C=C(C(=O)N[C@H](C)C(N)=O)C[C@@H](O)[C@@H]2O)cc1	-1%[174 µM]	-2	-3%[88.5 µM]	-4%[87.6 µM]	-13%[87.6 µM]	1%[172 µM]	-4%[172 µM]
Cc1ccc(C(=O)N2CCc3nc(C(C)C)nc(-c4ccc(Cl)cc4)c3CC2)cc1	?	6	i	-18%	-12%	79µM*	nt
C=CCc1ccc(OCc2ccc(C(=O)Nc3ccc(NC(C)=O)cc3)o2)c(OC)c1	nt	-5	nt	0%	257%[activator]	nt	nt
COc1cccc(CNS(=O)(=O)c2ccc(-c3cc(C(F)(F)F)on3)s2)c1	nt	38	nt	0%	-27%	nt	nt
Cc1ccc(CN2CCc3nc(N4CCN(C)CC4)[nH]c(=O)c3CC2)cc1	i	19	i	-13%	-32%	13%	1%
COc1ccc(S(=O)(=O)NCC(c2ccc(N(C)C)cc2)N2CCCC2)cc1 (stereo unspecified)	nt	-7	nt	-18%	21%	nt	nt
CC(C)C(=O)N1CCC(NCCOc2ccccc2Cl)CC1	-30%	-9	-20%	-18%	4%	-23%	-9%
COc1ccc(OC)c2sc(N3CCN(C(=O)c4ccc5c(c4)CCCC5)CC3)nc12	nt	11	nt	-8%	?	nt	nt
O=C(NCc1ccccc1)C1COC2(CCN(C(=O)c3ccccc3F)CC2)N1C(=O)c1ccco1 (stereo unspecified)	-14%	-3	i	5%	-6%	-3%	-2%
CCCCNc1nc2c(c(=O)n(Cc3ccc(Cl)cc3)c(=O)n2C)n1C	nt	18	nt	?	?	nt	nt
COCCCNC(=O)CSc1nc(-c2cccc(F)c2)[nH]c1-c1ccccc1	nt	5	nt	?	0%	nt	nt
COc1ccc(-c2cc(C)no2)cc1S(=O)(=O)NCc1cccs1	nt	33	nt	3%	42%[activator]	nt	nt
CCN(Cc1ccc(C)o1)C(=O)c1ccc2nc(-c3ccc(F)cc3)cn2c1	?	6	?	-2%	21%	?	40µM*
COc1ncccc1CN(Cc1cccnc1OC)C[C@H]1COCc2nc3ccc(C)cc3n21	?	2	-18%	-25%	?	?	-18%
CNC(=O)CCn1ncc2cc(OC3CCc4cccc(-c5cnn(C)c5)c43)ccc21 (stereo unspecified)	?	-8	-26%[88.5 µM]	-15%[87.6 µM]	?	50µM*	-9%[172 µM]
Cc1cc(=O)n(CC(=O)Nc2ccc(Br)cc2F)c(N2CCc3ccccc3C2)n1	?	5	5%	?	?	?	2%
CNC(=O)N1C[C@@H](CN(C)C)[C@H](N)C1	i	10	-19%	2%	-10%	i	-1%
O[C@H]1COCCN(Cc2ccc(OC(F)(F)F)cc2)C1	-11%[174 µM]	-10	2%[88.5 µM]	1%[87.6 µM]	13%[87.6 µM]	-15%[230 µM]	3%[230 µM]
COc1ccc(NC(=O)C2CCN(C(=O)c3ncn4c3COC(c3ccc(F)cc3)C4)CC2)cc1F (stereo unspecified)	0%	-15	i	-4%	43%[activator]	-8%	?
O=C(CCC1N=C2c3ccccc3N=C(SCc3ccc(F)cc3)N2C1=O)NCc1cccs1 (stereo unspecified)	nt	9	nt	8%	8%	nt	nt
CCC(=O)N(C1CCOCC1)C1CCN(Cc2cc(F)c(F)cc2F)CC1	-15%	-9	i	0%	-19%	-15%	2%
CN1CCC(N2CCN(S(=O)(=O)c3cccs3)CC2)C1=O (stereo unspecified)	i	-6	1%	7%	4%	-8%	1%
CCc1nc2c(c(-c3ccc(O)cc3)n1)CN(Cc1ccc(OC(F)(F)F)cc1)CC2	?	4	i	-2%	5%	?	-3%
CCOC(=O)c1c(C)[nH]c(C)c1S(=O)(=O)NCC(=O)NCc1ccc(C)cc1	nt	10	nt	16%	-4%	nt	nt
COc1cccc(/C=C/c2nc(C#N)c(NCCc3ccccc3)o2)c1	nt	10	nt	?	21%	nt	nt
COC(=O)c1cccc(OCCn2ccnc2-c2nc[nH]c2C)c1	-26%	10	?	2%	-13%	-24%	4%
CCOC(=O)c1[nH]ncc1CN(Cc1ccsc1)CC1CCCO1 (stereo unspecified)	i	12	-11%	6%	-6%	i	2%
COc1cccc(CNC(=O)Cn2nc3n(c2=O)CCCC3)c1	i	-4	i	-3%	0%	-1%	3%
Cc1sc(NC(=O)COc2ccc(C(C)(C)C)cc2)c(C(=O)OC(C)C)c1C	nt	19	nt	-16%	-11%	nt	nt
O=C(c1c(OCC2CC2)cc(=O)n2c1CCCCC2)N1CCc2ccccc2C1	?	12	i	-24%	-1%	5%	5%
COCCN1C(=O)CCC2(C(=O)N3CCN(c4ccccn4)CC3)CCCC=C12 (stereo unspecified)	-14%	19	1%	5%	67%[activator]	-9%	nt
COc1cccc(-n2cc(C(=O)Nc3ccccc3C(N)=O)c3ccccc3c2=O)c1	nt	0	nt	-22%	31%[activator]	nt	nt
Cc1cc(N2CCN(C)CC2)nc2ccc(NC(=O)Nc3cccc(Cl)c3)cc12	nt	5	nt	?	?	nt	nt
O=C(CCC[C@@H]1[C@H]2CCCN3CCC[C@@H](CN1C(=O)c1cccnc1)[C@@H]23)N1CCCCC1	5%	-13	i	-2%	-9%	-4%	7%
O=C(Cc1cccc(Cl)c1)NC1CCN(c2cc(-c3cccs3)[nH]n2)C1 (stereo unspecified)	?	10	?	-3%	2%	?	1%
CCn1c(CNC(=O)c2ccc(OC)cc2)nnc1SCC(=O)Nc1ccccc1	nt	11	nt	?	-22%	nt	nt
CCn1cc(S(=O)(=O)N2CC(Oc3cccc(-c4nc(C)no4)c3)C2)cn1	-8%	13	i	2%	-3%	-9%	4%
